Screening results (PubChem BioAssay)
Siah-1 displacement: Siah-1 peptide-binding antagonists, primary screen, biochemical, fluorescence polarization, rhodamine-plectin, uHTS (AID 1817); Siah-1 / rhodamine-plectin peptide fluorescence polarization; higher % means a stronger effect; displacement, % at 20 µM; hits with a dose series show IC50 in µM; 290,000 tested, 0.02% active;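 active = displacement of at least 50% at 20 µM, with a fluorescence ratio check between 0.3 and a set limit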;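 also: plate controls were Siah plus tracer with DMSO for no effect and tracer alone without Siah for full effect; strong numbers were not always called active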
HIV peptide binding: inhibitors of HIV fusion peptide binding, primary screen, biochemical, uHTS, fluorescence dequenching (AID 1986) | cell-free peptide binding, fluorescence dequenching, 30 min; higher % means a stronger effect | one-dose inhibition, % at 20 µM; IC50 in µM for titrated hits | 290,000 tested, 0.3% active; in the data active = inhibition mostly above about 52%, no sharp cut-off; inactive = mostly below about 76%; also: some results filed as inactive read as strong as hits
KOR beta-arrestin-1: kappa opioid receptor blockers – cell-based, luminescence, uHTS (AID 1778) | 290,000 tested, 0.091% active | one-dose inhibition, % at 10 µM; IC50 in µM for titrated hits | KOR beta-arrestin recruitment, luminescence, antagonist mode; higher % means a stronger effect; also: strong numbers were not always called active
Myeloid diff MLP: compounds promoting myeloid differentiation; calls only at 10 µM; 360,000 tested, 1% active; ER-HoxA9 myeloid progenitors, lysozyme-GFP differentiation, flow cytometry;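 active = normalized GFP-positive differentiation at or above the plate's own cutoff, the solvent-only control mean plus 3 SD; inconclusive = no clear call, values can overlap the other calls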;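 also: cells exposed to compound for four days before flow analysis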
PhoP inhibition: PhoP-dependent GFP reporter repression – Salmonella Typhimurium, primary screen (AID 1863); S. Typhimurium PhoP-regulated promoter GFP reporter, 4 h; higher % means a stronger effect; one-dose inhibition, % at 50 µM; IC50 in µM for titrated hits; 300,000 tested, 0.16% active;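 active = inhibition over 29.93%, a cutoff 3 SD above the screen mean, later confirmed by dose response; inconclusive = inhibition over 29.93% but no dose response follow-up; inactive = inhibition at most 29.93% or unconfirmed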;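 also: 0% = low Mg2+ inducing control and 100% = high Mg2+ repressing control; strong numbers were not always called active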
NOD1 NF-kB reporter: inhibition of NOD1-driven NF-kB reporter – cell-based, luminescence, uHTS, primary screen (AID 1578) | NOD1-driven NF-kB luciferase reporter cells, luminescence; higher % means a stronger effect | one-dose inhibition, % at 4 µM; EC50 in µM for titrated hits | 290,000 tested, 1% active; in the data active = inhibition mostly above about 36%, no sharp cut-off; inactive = mostly below about 34%;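 also: HEK-293T reporter cells stimulated with the NOD1 agonist gamma-tri-DAP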
HEK293 NOD2/NF-kB: inhibition of NOD2-driven NF-kB reporter – cell-based, luminescence, uHTS, HEK293 (AID 1566). HEK293 NOD2/NF-kB luciferase reporter, luminescence; higher % means a stronger effect. one-dose inhibition, % at 4 µM; EC50 in µM for titrated hits. 290,000 tested, 0.63% active; also: many of its hits are not listed in these tables
LYP phosphatase: inhibitors of LYP phosphatase, biochemical, fluorescence intensity, uHTS (AID 1779). 290,000 tested, 0.054% active. recombinant LYP phosphatase, fluorescence intensity; higher % means a stronger effect. one-dose inhibition, % at 11.5 µM; IC50 in µM for titrated hits;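 also: plate controls were vehicle with enzyme for no effect and no enzyme for full effect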
KOR beta-arrestin-2: kappa opioid receptor activators – cell-based, luminescence, uHTS, primary screen (AID 1777). KOR beta-arrestin recruitment, luminescence; higher % means a stronger effect. one-dose activation, % at 10 µM; EC50 in µM for titrated hits. 280,000 tested, 0.02% active; in the data active = activation above about 50%, passing the limit was not always enough; also: a part of the inactive calls stands beside numbers as strong as those of hits
Myeloid diff MLP GFP+ MAC1+ %: further read-out of Myeloid diff MLP, marked with its call; GFP+ MAC1+ double positive, %; measured here: differentiation confirmed by MAC1 staining
Active calls of the source: *; [ ] = dose if it differs, or a comment. Rule as the data show it, unless noted: active = inhibition above about 50%; inactive = the rest. This is a subset; the hit share may differ from the screen's.

CCCOc1ccc(/C=N/Nc2ccccc2[N+](=O)[O-])c(OCCC)c1 was read as Siah-1 displacement 0%, HIV peptide binding -2.1%, KOR beta-arrestin-1 -1%, Myeloid diff MLP inactive, PhoP inhibition 10%, NOD1 NF-kB reporter 50%, HEK293 NOD2/NF-kB 30%, LYP phosphatase -1%, KOR beta-arrestin-2 -0.6% and Myeloid diff MLP GFP+ MAC1+ % 0.4.
Screening NC(=O)CSc1nnc(Cc2ccc3c(c2)OCO3)n1C1CCCCC1 returned Siah-1 displacement 5%, HIV peptide binding 0.5%, KOR beta-arrestin-1 12%, Myeloid diff MLP inactive, PhoP inhibition 7%, NOD1 NF-kB reporter 14%, HEK293 NOD2/NF-kB 6%, LYP phosphatase -12%, KOR beta-arrestin-2 -1.4% and Myeloid diff MLP GFP+ MAC1+ % 9.0.
N=c1sccn1CC(=O)NCc1ccc(Cl)cc1Cl was read as Siah-1 displacement -5%, HIV peptide binding -1.1%, KOR beta-arrestin-1 -48%, Myeloid diff MLP inactive, PhoP inhibition -8%, NOD1 NF-kB reporter -52%, HEK293 NOD2/NF-kB -21%, LYP phosphatase -3%, KOR beta-arrestin-2 1.8% and Myeloid diff MLP GFP+ MAC1+ % 0.1.
N#C/C(=C\c1ccc(-c2ccccc2Cl)o1)C(=O)Nc1nc2ccccc2s1 was read as Siah-1 displacement 20%, HIV peptide binding 39%, KOR beta-arrestin-1 2%, Myeloid diff MLP inactive, PhoP inhibition 8%, NOD1 NF-kB reporter -18%, HEK293 NOD2/NF-kB 7%, LYP phosphatase 1%, KOR beta-arrestin-2 -1.8% and Myeloid diff MLP GFP+ MAC1+ % 0.5.
For COC(=O)c1ccc(N2CCN(C)CC2)c(NC(=O)c2cccs2)c1 the results were Siah-1 displacement -3%, HIV peptide binding -0.2%, KOR beta-arrestin-1 -28%, Myeloid diff MLP inactive, PhoP inhibition 0%, NOD1 NF-kB reporter -1%, HEK293 NOD2/NF-kB 21%, LYP phosphatase -17%, KOR beta-arrestin-2 -0.5% and Myeloid diff MLP GFP+ MAC1+ % 4.5.
CC(C)N1CCN(CCCc2ccccc2)CC1CCO (stereo not drawn) was read as Siah-1 displacement 3%, HIV peptide binding 1.4%, KOR beta-arrestin-1 -40%[20 µM], Myeloid diff MLP inactive, PhoP inhibition 3%, NOD1 NF-kB reporter -6%, HEK293 NOD2/NF-kB -26%, LYP phosphatase -4%, KOR beta-arrestin-2 -2.5% and Myeloid diff MLP GFP+ MAC1+ % 0.1.
CC(=O)c1sc(NC(=O)c2c(F)cccc2F)nc1C was read as Siah-1 displacement 0%, HIV peptide binding 0.8%, KOR beta-arrestin-1 -15%, Myeloid diff MLP inactive, PhoP inhibition -6%, NOD1 NF-kB reporter -24%, HEK293 NOD2/NF-kB 4%, LYP phosphatase 0%, KOR beta-arrestin-2 2.2% and Myeloid diff MLP GFP+ MAC1+ % 0.5.
`O=C(COC(=O)CCCN1C(=O)c2cccc3cccc(c23)C1=O)Nc1cccc(C(F)(F)F)c1` gave Siah-1 displacement -2%, HIV peptide binding -0.9%, KOR beta-arrestin-1 9%, Myeloid diff MLP inactive, PhoP inhibition 4%, NOD1 NF-kB reporter -29%, HEK293 NOD2/NF-kB 3%, LYP phosphatase -3%, KOR beta-arrestin-2 7.1% and Myeloid diff MLP GFP+ MAC1+ % 0.5.
Screening CCCCC[n+]1cccc2c3ccccc3ccc21 returned Siah-1 displacement -11%, HIV peptide binding -1.7%, KOR beta-arrestin-1 1%, Myeloid diff MLP inconclusive, PhoP inhibition -3%, NOD1 NF-kB reporter 34%, HEK293 NOD2/NF-kB 31%, LYP phosphatase -18% and KOR beta-arrestin-2 -6.9%.
`CC(C)Sc1nc(N2CCOCC2)c2c3c(sc2n1)COC(C)(C)C3` gave Siah-1 displacement 3%, HIV peptide binding -2.7%, KOR beta-arrestin-1 -3%, Myeloid diff MLP inactive, PhoP inhibition 0%, NOD1 NF-kB reporter -10%, HEK293 NOD2/NF-kB 1%, LYP phosphatase 3%, KOR beta-arrestin-2 2.2% and Myeloid diff MLP GFP+ MAC1+ % 0.4.
For O=C(Nc1ccc2c(c1)OCO2)c1ccc([N+](=O)[O-])cc1[N+](=O)[O-] the results were Siah-1 displacement -2%, HIV peptide binding -2.9%, KOR beta-arrestin-1 0%, Myeloid diff MLP inactive, PhoP inhibition 8%, NOD1 NF-kB reporter -46%, HEK293 NOD2/NF-kB -4%, LYP phosphatase -8%, KOR beta-arrestin-2 -0.2% and Myeloid diff MLP GFP+ MAC1+ % 1.4.
Screening CCn1c(NCc2cc(Cl)ccc2O)nc2ccccc21 returned Siah-1 displacement 4%, HIV peptide binding -0.8%, KOR beta-arrestin-1 30%, Myeloid diff MLP inactive, PhoP inhibition 8%, NOD1 NF-kB reporter -1%, HEK293 NOD2/NF-kB 3%, LYP phosphatase 2%, KOR beta-arrestin-2 -1.2% and Myeloid diff MLP GFP+ MAC1+ % 0.3.
For O=C(O)CCCC(=O)Nc1ccc(-n2ccc(C(F)(F)F)n2)cc1 the results were Siah-1 displacement 9%, HIV peptide binding 0.6%, KOR beta-arrestin-1 23%, Myeloid diff MLP inactive, PhoP inhibition -4%, NOD1 NF-kB reporter -4%, HEK293 NOD2/NF-kB 7%, LYP phosphatase -4%, KOR beta-arrestin-2 0.1% and Myeloid diff MLP GFP+ MAC1+ % 1.0.
Screening CCSc1nc2c(c(=O)[nH]c(=O)n2C)n1C/C=C(/C)Cl returned Siah-1 displacement -3%, HIV peptide binding -4.1%, KOR beta-arrestin-1 -35%, Myeloid diff MLP inactive, PhoP inhibition -10%, LYP phosphatase -2%, KOR beta-arrestin-2 -1.0% and Myeloid diff MLP GFP+ MAC1+ % 1.1.
Screening COc1ccc([N+](=O)[O-])cc1NC(=O)/C=C/C(=O)O returned Siah-1 displacement 20%, HIV peptide binding 2.1%, KOR beta-arrestin-1 7%, Myeloid diff MLP inactive, PhoP inhibition -1%, NOD1 NF-kB reporter -38%, HEK293 NOD2/NF-kB 7%, LYP phosphatase -2%, KOR beta-arrestin-2 2.3% and Myeloid diff MLP GFP+ MAC1+ % 0.5.
CCc1cc2cc(C)c(C)cc2nc1SCC(=O)Nc1cc(C)on1 was read as Siah-1 displacement 7%, HIV peptide binding -1.5%, KOR beta-arrestin-1 -262%[20 µM], Myeloid diff MLP inactive, PhoP inhibition 5%, NOD1 NF-kB reporter -40%, HEK293 NOD2/NF-kB 7%, LYP phosphatase -5%, KOR beta-arrestin-2 -7.2% and Myeloid diff MLP GFP+ MAC1+ % 0.4.
For CCOc1cc(/C=C(/C#N)c2nc3ccccc3[nH]2)ccc1Oc1ccc([N+](=O)[O-])cn1 the results were Siah-1 displacement 2%, HIV peptide binding -0.1%, KOR beta-arrestin-1 -294%, Myeloid diff MLP inactive, PhoP inhibition -4%, NOD1 NF-kB reporter -37%, HEK293 NOD2/NF-kB -1%, LYP phosphatase 3%, KOR beta-arrestin-2 31% and Myeloid diff MLP GFP+ MAC1+ % 1.8.
CCCCNS(=O)(=O)c1ccc2nc(-c3cccnc3)cc(C(=O)NCCCN(CC)CC)c2c1 was read as Siah-1 displacement 17%, HIV peptide binding 3.9%, KOR beta-arrestin-1 21%, PhoP inhibition -6%, NOD1 NF-kB reporter -26%, HEK293 NOD2/NF-kB 16%, LYP phosphatase 3% and KOR beta-arrestin-2 -4.3%.
Screening COc1cccc(NC(=S)N/N=C2/CCCCc3ccccc32)c1 returned Siah-1 displacement -10%, HIV peptide binding -1.3%, KOR beta-arrestin-1 -17%, Myeloid diff MLP inactive, PhoP inhibition -5%, NOD1 NF-kB reporter -1%, HEK293 NOD2/NF-kB -40%, LYP phosphatase -1%, KOR beta-arrestin-2 -5.1% and Myeloid diff MLP GFP+ MAC1+ % 0.2.
Screening CCOc1ccc(-c2cc(C(=O)OC)[nH]n2)cc1 returned Siah-1 displacement -6%, HIV peptide binding 0.2%, KOR beta-arrestin-1 -20%, Myeloid diff MLP inactive, PhoP inhibition 0%, NOD1 NF-kB reporter -46%, HEK293 NOD2/NF-kB -84%, LYP phosphatase -13%, KOR beta-arrestin-2 1.2% and Myeloid diff MLP GFP+ MAC1+ % 0.2.

Retrieved by compound from above:
CCCCNS(=O)(=O)c1ccc2nc(-c3cccnc3)cc(C(=O)NCCCN(CC)CC)c2c1 was read as Siah-1 displacement 17%, HIV peptide binding 3.9%, KOR beta-arrestin-1 21%, PhoP inhibition -6%, NOD1 NF-kB reporter -26%, HEK293 NOD2/NF-kB 16%, LYP phosphatase 3% and KOR beta-arrestin-2 -4.3%.
Screening CCOc1ccc(-c2cc(C(=O)OC)[nH]n2)cc1 returned Siah-1 displacement -6%, HIV peptide binding 0.2%, KOR beta-arrestin-1 -20%, Myeloid diff MLP inactive, PhoP inhibition 0%, NOD1 NF-kB reporter -46%, HEK293 NOD2/NF-kB -84%, LYP phosphatase -13%, KOR beta-arrestin-2 1.2% and Myeloid diff MLP GFP+ MAC1+ % 0.2.

Next records.
COc1ccccc1N1CCN(C(c2ccc(F)cc2)c2nnnn2C(C)C)CC1 (stereo not drawn) was read as Siah-1 displacement 1%, HIV peptide binding 0.5%, KOR beta-arrestin-1 -5%, Myeloid diff MLP inactive, PhoP inhibition 6%, NOD1 NF-kB reporter -6%, HEK293 NOD2/NF-kB -6%, LYP phosphatase -10%, KOR beta-arrestin-2 -3.0% and Myeloid diff MLP GFP+ MAC1+ % 0.5.
O=C(O)CC/C(=C\c1cccc(NC(=O)c2ccccc2Cl)c1)c1nc2ccccc2s1 was read as Siah-1 displacement 26%, HIV peptide binding 65%, KOR beta-arrestin-1 -10%, Myeloid diff MLP inactive, PhoP inhibition -1%, NOD1 NF-kB reporter -18%, HEK293 NOD2/NF-kB 14%, LYP phosphatase 5%, KOR beta-arrestin-2 -4.5% and Myeloid diff MLP GFP+ MAC1+ % 1.1.
Screening COc1ccc(N2CC(C(=O)N/N=C/c3ccc(C)cc3)CC2=O)cc1 (stereo not drawn) returned Siah-1 displacement -2%, HIV peptide binding 0.7%, KOR beta-arrestin-1 -65%[20 µM], PhoP inhibition 1%, NOD1 NF-kB reporter -39%, HEK293 NOD2/NF-kB -43%, LYP phosphatase -6% and KOR beta-arrestin-2 -9.2%.
Screening Cc1cc(=O)oc2c(C)c(OC3CCCCC3=O)ccc12 (stereo not drawn) returned Siah-1 displacement 6%, HIV peptide binding -1.1%, KOR beta-arrestin-1 19%, Myeloid diff MLP inactive, PhoP inhibition -1%, NOD1 NF-kB reporter 0%, HEK293 NOD2/NF-kB -1%, LYP phosphatase -7%, KOR beta-arrestin-2 -3.4% and Myeloid diff MLP GFP+ MAC1+ % 0.1.
O=C(Nc1ccc(C(F)(F)F)cc1)c1ccc2nc[nH]c2c1 was read as Siah-1 displacement -1%, HIV peptide binding 0.0%, KOR beta-arrestin-1 5%, Myeloid diff MLP inactive, PhoP inhibition 5%, NOD1 NF-kB reporter -14%, HEK293 NOD2/NF-kB 21%, LYP phosphatase -7%, KOR beta-arrestin-2 5.7% and Myeloid diff MLP GFP+ MAC1+ % 0.5.
